# Assay outcomes as filed in PubChem BioAssay.
# CRFBP-R2 block – blocks CRF-induced signaling of the CRF-BP/CRF-R2 complex; 0.59% of 350,000 active; inhibition, % at 11.8 µM; HEK293 CRF-R2/CRF-BP, CRF-induced calcium fluorescence; AID 588475;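 active = inhibition of the ligand-induced calcium signal above about 50% at the single tested concentration, limit read from the data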
# p-CIP stab down – p/CIP protein destabilization. Q05BA5. F442A p/CIP-EGFP cells, EGFP fluorescence, 16 h. decrease of EGFP signal, % at 10 µM. 0.01% of 290,000 active. AID 1984;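 active = EGFP signal decrease of at least 30% at 10 µM or well 3 SD below plate mean, unless failing retest; inactive = the rest, including hits failing retest or dose response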; note: some compounds called inactive have numbers as strong as hits; many of its hits are not listed in these tables
# IDE inh – inhibits human insulin-degrading enzyme in HEK cells. P14735. FAbetaB cleavage, fluorescence polarization. inhibition, % at 5.59 µM. 0.41% of 320,000 active. AID 434962;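 active = percent inhibition above the average of all tested compounds plus 3 SD, set per screening campaign, cut at about 16% in these data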;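 note: IDE supplied by intact live HEK cells; FP after avidin binding of uncleaved biotin substrate so inhibition keeps polarization high; 0% = DMSO wells and 100% = 60 µM reference IDE inhibitor Ii1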
# Target sequence (P14735 whole entry, looked up): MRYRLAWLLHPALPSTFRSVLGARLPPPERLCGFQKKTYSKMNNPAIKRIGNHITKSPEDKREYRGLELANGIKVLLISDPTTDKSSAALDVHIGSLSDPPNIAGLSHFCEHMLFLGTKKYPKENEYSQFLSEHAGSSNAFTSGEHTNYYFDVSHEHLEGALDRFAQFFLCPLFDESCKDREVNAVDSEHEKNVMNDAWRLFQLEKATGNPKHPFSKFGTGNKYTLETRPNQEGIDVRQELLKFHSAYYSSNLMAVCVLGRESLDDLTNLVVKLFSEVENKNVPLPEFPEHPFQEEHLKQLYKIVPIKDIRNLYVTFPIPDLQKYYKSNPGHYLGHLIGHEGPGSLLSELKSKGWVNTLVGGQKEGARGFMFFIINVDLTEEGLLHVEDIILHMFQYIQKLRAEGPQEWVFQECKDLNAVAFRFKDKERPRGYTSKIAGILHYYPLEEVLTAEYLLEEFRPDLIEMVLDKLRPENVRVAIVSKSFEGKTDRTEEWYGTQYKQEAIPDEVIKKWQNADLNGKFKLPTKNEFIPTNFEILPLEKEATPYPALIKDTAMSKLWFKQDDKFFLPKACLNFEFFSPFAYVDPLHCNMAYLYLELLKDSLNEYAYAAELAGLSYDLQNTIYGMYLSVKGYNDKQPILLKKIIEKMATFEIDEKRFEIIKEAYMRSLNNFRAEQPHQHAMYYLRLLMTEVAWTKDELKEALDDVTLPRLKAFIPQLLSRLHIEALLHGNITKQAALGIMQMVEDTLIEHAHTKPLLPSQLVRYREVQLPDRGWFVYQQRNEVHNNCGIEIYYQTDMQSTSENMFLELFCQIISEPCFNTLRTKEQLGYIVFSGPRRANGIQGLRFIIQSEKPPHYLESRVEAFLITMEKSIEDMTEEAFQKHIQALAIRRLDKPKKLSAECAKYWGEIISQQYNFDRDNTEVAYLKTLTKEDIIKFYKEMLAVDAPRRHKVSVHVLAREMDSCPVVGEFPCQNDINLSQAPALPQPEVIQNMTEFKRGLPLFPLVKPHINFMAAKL
# SUMO HTRF inh – inhibitors of human SUMOylation (UBC9) | 0.36% of 290,000 active | inhibition, % at 35 µM | HTRF SUMOylation assay, SAE1/SAE2 + UBC9, in vitro | AID 2006 | P63279; in the data active = inhibition above about 50%, passing the limit was not always enough; note: strong numbers were not always called active
# GalR3 antagonist – human GalR3 antagonism; HEK293 GalR3-CNG cAMP membrane potential fluorescence; galR3 body fused to GalR1 C-terminus; inhibition, % at 3 µM; 0.44% of 360,000 active; O60755;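 active = inhibition above the screen-wide average plus 3 SD, cut at about 13% in these data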;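 note: forskolin and galanin both at EC90 stimulate the cells; cAMP rise reported by CNG channel membrane potential dye signal; 0% = forskolin plus galanin with DMSO and 100% = forskolin alone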
# IDE cell activ – activators of human insulin-degrading enzyme in cells; AID 493087; activation, % at 5.96 µM; HEK cells, FAbeta-B cleavage, fluorescence polarization; 0% vehicle, 100% cell-free pure enzyme wells; 0.073% of 340,000 active;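 active = activation above the mean of all tested compounds plus 3 SD, set per screening campaign, cut at about 17% in these data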
# HCV NS3 hel inh – inhibitors of Hepatitis C virus NS3 helicase. NS3 helicase DNA unwinding, Cy5 molecular beacon fluorescence. inhibition, % at 10.9 µM. 0.56% of 290,000 active;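 active = inhibition above the mean of all tested compounds plus 3 SD, set per campaign, cut at about 35% in these data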;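 note: 0% = DMSO wells and 100% = thioflavine S control wells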
#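 Material: hepatitis C virus NS3 helicase domain fragment enzyme; measured by: Cy5 fluorescence, 0 and 60 min reads; control set: DMSO and thioflavine S; incubation: 60 min unwinding reaction at 25 °C after ATP addition; read-out basis: % inhibition from 60/0 min fluorescence ratio, DMSO 0%, thioflavine S 100%; repeats: singlicate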
# IMP-1 inh – inhibitors of Pseudomonas aeruginosa IMP-1 metallo-beta-lactamase; purified IMP-1, nitrocefin hydrolysis, epi-absorbance fluorescence; inhibition, % at 5.6 µM; 0.45% of 290,000 active; AID 1556;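 active = inhibition above the mean plus 3 SD of all compounds in the same screening run, cut at about 4.5% in these data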;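 note: 0% = IMP-1 with DMSO and 100% = DMSO wells lacking enzyme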
#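 System – purified recombinant IMP-1 beta-lactamase · Input – IMP-1 dispensed at 0.2 nM · Timing – 15 min preincubation plus 25 min reaction at 25 °C · Signal – Epi-absorbance fluorescence, 480 nm excitation, 530 nm emission · Measure – percent IMP-1 inhibition derived from blank-referenced optical density · Controls – Enzyme-plus-DMSO low control, enzyme-free DMSO high control · Replication – singlicate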
# VIM-2 inh – inhibitors of Pseudomonas aeruginosa VIM-2 metallo-beta-lactamase | purified VIM-2, nitrocefin hydrolysis, epi-absorbance fluorescence | inhibition, % at 5.6 µM | 0.89% of 290,000 active;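 active = inhibition above the mean of all tested compounds plus 3 SD, cutoff set per screening run, cut at about 7.5% in these data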;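 note: red hydrolysis product quenches plate fluorescence so inhibitors raise well fluorescence; 0% = enzyme with DMSO and 100% = DMSO without enzyme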
# Starred values were filed as active, the others as inactive; nt = not tested or not shown. Outcome played no part in choosing rows. About 3.2% of those tested had a hit in this group.
CRFBP-R2 block,p-CIP stab down,IDE inh,SUMO HTRF inh,GalR3 antagonist,IDE cell activ,HCV NS3 hel inh,IMP-1 inh,VIM-2 inh,molecule
-2.1,-4.1,4.8,23.3,-5.4,3.0,-4.9,-2.8,-3.9,CCOC(=O)C(NS(=O)(=O)c1ccccc1)(C(F)(F)F)P(=O)(OC(C)C)OC(C)C (centres undefined)
2.4,-9.8,-3.6,8.4,-4.3,6.1,-7.4,-1.9,-1.6,CC(C)(C)NC(=O)Cn1nnc(-c2ccc(S(C)(=O)=O)cc2)n1
-16.2,-5.5,1.0,64.4*,-2.8,-1.3,51.1*,1.2,0.0,O=C1/C(=C/C=C/c2ccco2)SC(=S)N1c1ccc(O)cc1
6.2,6.0,-5.7,14.8,0.4,-1.7,1.2,-0.7,0.4,COc1ccccc1N(C)S(=O)(=O)c1ccc(Cl)c(C(=O)NCCCN2CCOCC2)c1
-2.2,nt,-5.2,nt,4.7,3.2,nt,nt,nt,CCCN(CC(=O)Nc1ccccc1C)C(=O)c1ccc(NC2CC2)c([N+](=O)[O-])c1
nt,-19.3,11.9,36.4,nt,nt,8.7,-0.7,0.2,Cc1ccc(C2C(C#N)=C(N)Oc3c2sc2ccccc32)o1 (centres undefined)
10.0,-17.2,3.6,5.0,-4.3,-0.1,3.9,-1.9,-1.9,COC(=O)CCC(=O)NNC(=O)c1ccc(Br)cc1
2.9,0.8,0.5,22.3,-2.9,5.2,1.3,-1.3,-2.0,CCOC(=O)C1=C(O)C(=O)N(c2ccc(S(N)(=O)=O)cc2)C1c1ccc([N+](=O)[O-])cc1 (centres undefined)
-13.9,-2.6,-1.6,17.7,-1.1,nt,-0.1,-2.0,1.3,O=c1cc(CSc2n[nH]c(=O)n2C2CC2)c2ccc(O)cc2o1
-17.9,-1.4,-0.5,14.0,-5.5,0.5,-2.3,-4.1,1.3,CCN(CC)CCn1c(=S)[nH]c2ccc(Br)cc2c1=O
nt,-0.6,-6.8,-8.9,nt,nt,12.3,-2.6,-0.2,CCCCNC(=S)N(C)/N=C/c1sc(N2CCCCC2)nc1-c1cccs1
13.5,-1.3,7.4,-1.7,-9.9,-1.1,-3.0,-7.2,-3.8,COc1ccc(O)c(CN2CCN(CCCc3ccccc3)C(CCO)C2)c1 (centres undefined)
nt,-17.3,-1.1,15.3,nt,nt,1.7,-2.1,3.3,Cc1cc(Oc2ccc(=O)n(C)n2)nc(=S)[nH]1
7.5,-9.6,7.1,0.0,-8.9,-0.5,0.1,-3.3,5.1,Cc1cc(N2CCN(S(=O)(=O)c3ccccc3)CC2)c2ccccc2n1
-9.0,16.1,0.1,-1.8,-1.0,-0.6,16.4,0.8,1.9,O=C(CN1C(=O)c2ccccc2S1(=O)=O)c1ccccc1F
3.2,nt,-5.0,nt,-3.6,6.1,nt,nt,nt,O=C(CCCOc1ccccc1)NNC(=O)c1ccncc1
18.6,-9.3,-0.8,28.0,-5.7,1.5,-0.9,-6.3,-1.3,COC(=O)COc1cccc(NC(=O)c2cccs2)c1
-5.7,-14.1,3.9,20.1,-4.2,5.9,-0.7,-3.3,-1.1,O=c1cc(O)c2ccccc2[nH]1
-4.6,-6.0,-1.8,10.5,nt,4.4,nt,nt,nt,CCCCC1=CC2=C(c3ccco3)C(=O)C(C)(OC(=O)c3ccc(OC)cc3)C(=O)C2=CN1CCN1CCOCC1 (centres undefined)
-8.4,-4.2,0.3,2.2,-0.6,-6.8,0.7,-2.7,-3.0,CN(Cc1ccccc1)C(=O)c1ccc(NC(=O)c2ccccc2)cc1

# Carrying on.
CRFBP-R2 block,p-CIP stab down,IDE inh,SUMO HTRF inh,GalR3 antagonist,IDE cell activ,HCV NS3 hel inh,IMP-1 inh,VIM-2 inh,molecule
1.2,-6.8,-0.6,-18.7,-8.7,-3.3,4.3,-2.8,-1.9,Cc1cc(-c2ccccc2)nc(N/N=C/c2ccc(O)cc2O)n1
7.1,3.0,nt,7.4,-1.8,-0.1,-4.7,-0.8,-1.2,COc1cccc(CN2CC(C(=O)NCc3cccc(Cl)c3)CCC2=O)c1 (centres undefined)
7.1,-6.5,-1.3,7.6,2.9,-0.7,-2.4,-2.3,-3.9,CCn1c(-c2ccccc2Cl)nn(CC(=O)Nc2ccccc2OC)c1=S
15.3,3.0,4.0,7.4,-8.3,-0.3,-26.4,-3.0,-3.7,CC1=C(C(=O)OCC2CCCO2)C(c2cccc(O)c2)NC(=O)N1 (centres undefined)
-36.2,-0.6,-2.6,5.5,nt,0.3,6.7,-1.8,-0.9,O=C(COc1c(Br)cc(Br)c2cccnc12)N1CCc2ccccc2C1
-14.5,14.2,4.7,-5.7,2.3,2.3,-6.9,0.5,3.1,COCCCNC(=O)/C(C#N)=C/c1ccc(F)cc1
-25.5,1.2,nt,11.8,-6.1,3.3,-18.3,-3.5,-3.1,CCCn1c(=O)c(C(=O)NCCc2ccc(OC)c(OC)c2)c(O)c2ccccc21
0.4,-2.8,4.3,9.0,0.2,3.2,-11.8,-1.1,-0.6,CCC1=C(c2ccc(C)cc2)S(=O)(=O)N=C1N1CCC(C(=O)NCCCN2CCCCC2C)CC1 (centres undefined)
9.9,-1.6,4.2,1.9,-3.3,-3.1,-9.2,-4.2,-1.6,CCC(C)(C)n1nnnc1C(c1ccc(O)c(OC)c1)N1CCc2ccccc2C1 (centres undefined)
-2.7,-5.0,-0.8,3.5,-6.3,1.7,-1.5,-3.8,2.6,CCC(=O)N/C(=N/c1nc(C)cc(C)n1)Nc1cccc(OC)c1
-7.0,nt,3.5,nt,-7.1,1.1,nt,nt,nt,O=C(COc1ccccc1Cc1ccccc1)Nc1cccc(S(=O)(=O)N2CCOCC2)c1
-5.5,-13.1,0.5,10.8,-3.9,-3.9,11.7,-1.1,-0.3,COc1cc(/C=C2\N=C(c3c(-c4ccccc4)noc3C)OC2=O)ccc1OC(C)=O
-15.2,14.8,0.3,-23.8,-1.0,5.1,4.8,-1.5,-0.3,CCCN(CC(=O)Nc1ccccc1OC)C(=O)c1ccncc1
-6.5,-3.2,12.2,11.1,-4.1,2.5,1.7,-1.7,-3.9,CCOc1ccccc1NC(=O)Nc1ccc(CC#N)cc1
23.2,8.4,-2.5,-17.2,-6.5,-0.3,1.6,-2.2,-0.7,CC1(C)CN(c2ccccc2)N(Cc2ccc(F)cc2)C1=O
0.4,nt,-4.2,nt,-5.3,-2.3,nt,nt,nt,COc1ccc(NC(=O)CN(C)C2CCS(=O)(=O)C2)cc1 (centres undefined)
5.2,-7.8,3.2,5.8,4.4,5.4,-5.7,-4.0,-2.2,COc1cc(NC(c2ccccc2)c2ccccc2)cc(OC)c1OC
-8.4,nt,-0.8,nt,-4.5,-2.2,nt,nt,nt,COc1ccc([C@H]2CC(=O)C=C(c3c(C)cc(C)cc3C)C2)cc1
24.9,12.8,-8.3,12.4,-1.3,1.8,25.4,-0.8,-1.3,O=C(Nc1sc2c(c1C(=O)O)CCCCC2)c1cccs1
-10.9,nt,0.7,nt,-2.2,-12.1,nt,nt,nt,COc1ccc(NC(=O)CSc2nnc3ccc(-c4ccncc4)nn23)cc1

# Further compounds.
CRFBP-R2 block,p-CIP stab down,IDE inh,SUMO HTRF inh,GalR3 antagonist,IDE cell activ,HCV NS3 hel inh,IMP-1 inh,VIM-2 inh,molecule
-10.5,-12.5,7.8,-0.3,-2.9,5.5,-3.3,-4.0,-4.1,CC(=O)Nc1ccc(OCC(=O)NCc2ccc(C)cc2)cc1
-4.2,-11.6,-3.4,0.8,-1.9,6.3,3.2,-1.1,-0.4,O=C(NC1CC1)c1cc(OCC(F)(F)F)ccc1OCC(F)(F)F
-122.5,-8.7,4.5,17.8,-6.8,0.1,-60.1,-2.0,0.7,COc1cc(CNCCO)cc(Cl)c1OCc1ccc(Cl)cc1Cl
2.2,nt,-2.8,nt,-7.4,1.8,nt,nt,nt,Cc1ccsc1C(=O)OCC(=O)NCc1ccccc1
-21.5,0.5,3.9,6.7,-1.6,1.3,15.3,3.2,-2.1,CCOc1cc(Br)c(Br)c(C=Nc2ccc(NC(C)=O)cc2)c1O
13.3,-9.5,-0.4,18.5,-4.7,4.9,7.3,-2.2,-2.7,COc1cccc(OC)c1C(=O)NC(=S)N1CCOCC1
-4.0,-4.6,2.1,6.8,-4.0,7.2,9.9,-2.7,-4.2,Cc1csc(Nc2ccccc2)n1
-6.7,6.1,9.5,-15.8,-0.9,1.1,-1.1,-0.9,-0.1,COc1ccc(N2CS(=O)(=O)/C(=C/N(C)C)C2=O)cc1
1.1,nt,-0.3,nt,5.2,4.7,nt,nt,nt,CC[C@@]1(C(=O)OC)N[C@H](CN(C)C(=O)COC)[C@@H]2C(=O)N(Cc3ccccc3)C(=O)[C@@H]21
-6.6,-1.9,0.3,9.9,0.3,6.7,0.4,-0.2,-0.4,OCCC1CN(Cc2cccc(F)c2F)CCN1CCc1ccccc1 (centres undefined)
-14.1,-7.4,3.1,20.4,-1.2,2.1,-2.6,-3.9,2.4,CN1C=CC2=C(C#N)C(N)C(C#N)(C#N)[C@H](c3ccccc3)[C@H]2C1 (some centres undefined)
33.8,nt,-1.7,nt,-1.8,-1.8,nt,nt,nt,CCc1noc(C)c1C(=O)N1CCN(S(=O)(=O)c2ccc(C)cc2)CC1
-38.0,-9.5,-0.5,16.4,-1.7,0.2,1.0,1.0,0.6,C=Cc1ccc(N=Cc2c(O)ccc3ccccc23)cc1
4.9,nt,-4.6,nt,-2.0,1.8,nt,nt,nt,COc1ccc(S(=O)(=O)N2CCN(CC(=O)N3CCc4ccccc4C3)CC2)cc1OC
-16.0,8.0,-2.0,-14.1,-9.8,4.7,-2.3,-3.3,-3.0,CCN(Cc1nc(-c2ccccc2)no1)C(=O)c1ccoc1C
-15.8,nt,6.9,nt,-2.4,-3.7,nt,nt,nt,CCC1(c2ccccc2)NC(=O)N(CC(=O)Nc2ccc(Cl)c(S(=O)(=O)N3CCCCC3)c2)C1=O (centres undefined)

# Rewritten as labelled records: entries from further up
canonical_smiles: COc1cc(CNCCO)cc(Cl)c1OCc1ccc(Cl)cc1Cl
- CRFBP-R2 block: -122.5
- p-CIP stab down: -8.7
- IDE inh: 4.5
- SUMO HTRF inh: 17.8
- GalR3 antagonist: -6.8
- IDE cell activ: 0.1
- HCV NS3 hel inh: -60.1
- IMP-1 inh: -2.0
- VIM-2 inh: 0.7
canonical_smiles: Cc1ccsc1C(=O)OCC(=O)NCc1ccccc1
- CRFBP-R2 block: 2.2
- p-CIP stab down: nt
- IDE inh: -2.8
- SUMO HTRF inh: nt
- GalR3 antagonist: -7.4
- IDE cell activ: 1.8
- HCV NS3 hel inh: nt
- IMP-1 inh: nt
- VIM-2 inh: nt

# Single entries from the list:
# In IDE inh, COc1cc(CNCCO)cc(Cl)c1OCc1ccc(Cl)cc1Cl is entered as 4.5
# In VIM-2 inh, O=C1/C(=C/C=C/c2ccco2)SC(=S)N1c1ccc(O)cc1 is entered as 0.0
# In IDE cell activ, CCOC(=O)C(NS(=O)(=O)c1ccccc1)(C(F)(F)F)P(=O)(OC(C)C)OC(C)C (centres undefined) is entered as 3.0
